Screening data as filed in PubChem.
Mtb FBA inh – Mtb FBA enzyme inhibitors, primary screen, biochemical, fluorescence, strain H37Rv. Fructose-bisphosphate aldolase (Mycobacterium tuberculosis (strain ATCC 25618 / H37Rv)), …. purified M. tuberculosis FBA, fluorescence read-out. inhibition, % at 1 µM. 360,000 tested, 2.3% active; in the data active means inhibition above about 27%;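 further: 0% = vehicle and 100% = reference inhibitor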
Target sequence (P9WQA3 whole entry, looked up): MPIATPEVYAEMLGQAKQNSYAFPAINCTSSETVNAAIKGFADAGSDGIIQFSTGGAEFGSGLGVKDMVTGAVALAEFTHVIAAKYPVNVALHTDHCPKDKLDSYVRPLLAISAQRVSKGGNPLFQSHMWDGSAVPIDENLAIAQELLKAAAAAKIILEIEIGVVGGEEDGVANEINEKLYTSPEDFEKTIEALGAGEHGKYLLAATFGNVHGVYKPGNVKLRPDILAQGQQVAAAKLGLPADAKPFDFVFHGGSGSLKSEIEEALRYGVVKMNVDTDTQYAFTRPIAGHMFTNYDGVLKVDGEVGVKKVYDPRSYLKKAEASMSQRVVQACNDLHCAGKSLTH
BoNT-A LC inh2 – BoNT/A light chain protease inhibitors, primary screen, biochemical, flow cytometry, MLPCN library; 360,000 tested, 0.17% active; multiplex microsphere protease substrate cleavage; Botulinum neurotoxin type A light chain protease (Clostridium botulinum A str. ATCC 3502); inhibition, % at 10 µM; in the data active means inhibition above about 30%; inconclusive means no clear call, values can overlap the other calls; further: plate controls were buffer without enzyme for full effect and enzyme alone for no effect
PrPC TRFRET – inhibitors of human cell surface prion protein PrPC, primary screen, cell-based, TR-FRET; TR-FRET read-out; 370,000 tested, 0.43% active; AID 720596, 2013; Major prion protein (Homo sapiens), P04156; inhibition, % at 13.8 µM; in the data active means inhibition above about 24%; further: 0% = median of the test wells and 100% = reference compound wells
Mtb UGM inh – M. tuberculosis UGM enzyme inhibitors, primary screen, biochemical, fluorescence polarization, single point; UDP-galactopyranose mutase (Mycobacterium tuberculosis (strain ATCC 25618 / H37Rv)), …; purified UGM, fluorescence polarization probe displacement; 320,000 tested, 0.06% active; inhibition, % at 10 µM; in the data active means inhibition above about 10%, passing the limit was not always enough; inconclusive means no clear call, values can overlap the other calls
Target sequence (P9WIQ1 whole entry, looked up): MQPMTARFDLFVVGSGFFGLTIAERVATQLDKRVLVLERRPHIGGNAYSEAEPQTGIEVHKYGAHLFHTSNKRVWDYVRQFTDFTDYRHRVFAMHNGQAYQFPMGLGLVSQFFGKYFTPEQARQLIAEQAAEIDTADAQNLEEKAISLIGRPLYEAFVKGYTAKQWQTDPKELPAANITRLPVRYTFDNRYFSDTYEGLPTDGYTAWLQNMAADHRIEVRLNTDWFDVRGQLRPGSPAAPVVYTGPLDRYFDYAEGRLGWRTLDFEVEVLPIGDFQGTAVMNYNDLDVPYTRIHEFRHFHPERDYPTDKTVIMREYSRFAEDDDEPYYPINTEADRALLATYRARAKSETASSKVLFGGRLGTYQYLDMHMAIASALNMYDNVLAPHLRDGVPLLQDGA
BioA inh – M. tuberculosis BioA enzyme inhibitors, primary screen, biochemical, plate reader, single point, HTS; 7,8-diaminopelargonic acid synthase BioA (Mycobacterium tuberculosis); purified M. tuberculosis BioA enzyme; inhibition, % at 9.99 µM; 360,000 tested, 0.096% active; AID 602481, 2012; in the data active means inhibition above about 40%; inconclusive means no clear call, values can overlap the other calls
CCHF vOTU inh – CCHFV vOTU protease inhibitors, primary screen, biochemical, Pep-AMC substrate, fluorescence; inhibition, % at 11.5 µM; 370,000 tested, 0.55% active; AID 651958, 2012; further: 0% = vehicle wells with enzyme and 100% = no enzyme wells
GDH-TPI inh – GDH-TPI coupling enzyme inhibitors, primary screen, artefact control for M. tuberculosis FBA inhibitor project, biochemical, absorbance, full deck; GDH-TPI coupled enzyme counterscreen, NADH absorbance; 360,000 tested, 1.2% active; AID 588335, 2011; inhibition, % at 4.8 µM;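 further: 0% = DMSO wells and 100% = wells lacking the enzyme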
FadD28 FP inh – inhibitors of FadD28 bisubstrate probe binding, primary screen, biochemical, fluorescence polarization, single point; inhibition, % at 12.5 µM; 360,000 tested, 0.22% active; AID 588549, 2011; in the data active means inhibition above about 8.5%, passing the limit was not always enough; inconclusive means no clear call, values can overlap the other calls
BoNT F protease – BoNT/F light chain protease inhibitors, primary screen, biochemical, flow cytometry, MLPCN library; Multiplex microsphere protease cleavage assay; 360,000 tested, 0.22% active; Botulinum neurotoxin type F light chain protease (Clostridium botulinum); inhibition, % at 10 µM; in the data active means inhibition above about 35%, passing the limit was not always enough; inconclusive means no clear call, values can overlap the other calls; further: plate controls were buffer without enzyme for full effect and enzyme alone for no effect
Active calls of the source: *; ? = inconclusive; . = no result given. Unless noted, no stated cut-off is given here; in the data, active means inhibition above about 30%; inactive means the rest.

Each structure is followed by: Mtb FBA inh	BoNT-A LC inh2	PrPC TRFRET	Mtb UGM inh	BioA inh	CCHF vOTU inh	GDH-TPI inh	FadD28 FP inh	BoNT F protease
(1) O=C1CN(C(=O)/C=C/c2ccc(Br)cc2)CCN1
→ 0	1.3	-5	-4.0	-3.6	-9	3	.	11
(2) CCN(C(=O)CSc1nccc(=O)[nH]1)C1CCCCC1
→ 3	-0.1	-3	0.7	-1.5	4	10	-1.0	-5
(3) CCCCCC(=O)Nc1ccc(C(=O)CN2C(=O)NC3(CCCCCC3)C2=O)cc1
→ 1	5.7	-18	1.7	-0.6	4	-10	1.5	4
(4) Nc1ccccc1OCP(=O)(c1ccccc1)c1ccccc1
→ -6	0.1	5	-3.2	.	-9	8	-3.0	1
(5) COc1ccc(C(=O)NCC(=O)OCC(=O)N2N=C(c3ccc(Cl)cc3)CC2c2ccco2)cc1OC (configuration not stated)
→ 1	-1.1	8	-3.2	-1.6	17	6	-1.3	5
(6) CC(C)[C@H]1COCCS(=O)(=O)N1Cc1ccccc1-c1ccc(F)cc1
→ 2	0.3	1	.	-0.2	13	4	-3.1	0
(7) O=C1C=C(C#Cc2ccccc2)C[C@@H](c2ccc(F)cc2)C1
→ 1	0.1	4	.	2.6	4	3	-1.9	2
(8) c1coc(CNc2nc(-c3ccncc3)cs2)c1
→ 5	-0.6	-9	-0.3	0.6	-17	-5	0.1	0
(9) CCCC(=O)Nc1sc2c(c1C(=O)OC)C(C(=O)OC)CC2 (configuration not stated)
→ 4	-2.2	0	-0.9	1.1	8	9	-3.8	-20
(10) CCCC(=O)N1CCN(c2nnc(-c3ccc(C)cc3)c3ccccc23)CC1
→ -2	1.8	-12	0.0	.	7	16	0.1	-11
(11) CC1(c2ccc(Cl)cc2)NC(=O)N(CC(=O)NC(=O)NCc2ccco2)C1=O (configuration not stated)
→ 2	-0.4	-3	-2.1	2.0	5	3	-3.4	-4
(12) Cc1cccc(N(C(=O)CNC(=O)c2ccco2)C(C(=O)NC2CCCCC2)c2cccnc2)c1 (configuration not stated)
→ 2	0.0	-7	0.3	-0.8	8	8	0.7	-8
(13) COc1ccc(CN2C(=O)CS/C2=N/N=C/c2cccs2)cc1
→ -2	-5.5	-4	2.9	-1.3	-14	11	-4.2	?
(14) O=C1CCC(C(=O)N(Cc2cccs2)C2(C(=O)NC3CCCCC3)CCCCC2)N1 (configuration not stated)
→ -2	-1.8	3	3.9	.	-8	2	0.8	2
(15) CCC1(c2ccc(F)cc2)NC(=O)N(CC(=O)N2CCc3ccccc3C2)C1=O (configuration not stated)
→ -1	0.2	2	4.6	.	-1	-5	-3.7	-2
(16) CC(C)CC1C(=O)N(Cc2cn(CCC3OCCO3)nn2)CCS(=O)(=O)N1Cc1ccc(-c2cccc(N(C)C)c2)cc1 (configuration not stated)
→ 8	-0.5	-13	.	.	16	10	-0.2	-6
(17) CC(=O)Nc1ccc2nc(C)n(Cc3ccc(Cl)cc3)c(=O)c2c1
→ 5	0.0	10	1.3	5.8	-8	3	-4.4	?
(18) O=C(NCc1ccco1)C1CCN(c2nnc(-n3cccc3)s2)CC1
→ 6	-0.1	3	0.4	-0.8	-1	4	0.9	-6
(19) O=C(COC(=O)Cc1ccc(Br)cc1)Nc1ccc(Cl)cn1
→ -1	-0.1	4	0.7	-0.5	1	-4	-6.0	-5
(20) CCC(C)(C)NC(=O)C1CCCN1C(=O)NC1CCCCC1 (configuration not stated)
→ -1	-0.2	9	0.7	.	13	0	0.8	0
(21) CSCCC(NS(=O)(=O)c1ccc(C)c(C(=O)O)c1)C(=O)O (configuration not stated)
→ -1	-0.3	-8	2.3	.	-5	4	-3.6	-2
(22) CC1CCN(C(=O)/C(=C\c2ccccc2F)NC(=O)c2ccccc2)CC1
→ -2	1.0	-5	0.0	0.3	5	2	1.4	13
(23) O=C(c1ccco1)N1CCN(C(=O)c2ccc(COc3ccc(F)cc3)o2)CC1
→ -3	0.3	6	0.3	5.8	-3	-2	-2.0	-1
(24) CC1(C)OC(=O)N(c2cccnc2)C1(C)O (configuration not stated)
→ -1	-0.2	1	-0.6	-0.5	-4	6	0.0	-4
(25) Cc1ccc(S(=O)(=O)N2CCOCC2)cc1NC(=O)c1cc2c(s1)CCC2
→ 0	-0.4	15	0.4	9.9	2	3	-3.6	4
(26) Cc1cccc(OCC(=O)OCC(=O)NCC2CCCO2)c1C (configuration not stated)
→ -5	3.7	-3	.	-1.2	-4	-4	-3.5	10
(27) Cc1cccc(N2CCN(c3cccc(C)c3)C2c2cccnc2)c1
→ 9	0.3	-8	0.4	-2.6	-7	12	0.0	-9
(28) COCCNC(=S)N1CCC(C(=O)c2ccc(F)cc2)CC1
→ 1	-0.3	9	.	1.1	6	8	-1.4	?
(29) CC(C)(C)NC(=O)Nc1ccc(Cn2cc(C(F)(F)F)ccc2=O)cc1
→ -1	-1.2	8	-2.0	.	-5	5	-1.9	-2
(30) O=C(NC1CCCCC1)C(Cc1ccccc1)N1C(=O)C2C3CCC(C3)C2C1=O (configuration not stated)
→ 0	0.2	12	-1.6	-3.7	-6	5	-0.9	2
(31) N#Cc1c2n(c(=S)n(-c3ccccc3[N+](=O)[O-])c1=O)CCCCC2
→ 1	-0.5	-5	0.4	.	-1	4	-3.0	-8
(32) COc1ccccc1CN(C)C(=O)COC(=O)c1c(C)noc1C
→ 2	0.3	-13	-3.7	-1.6	9	12	-1.1	2
(33) C1CCC(C23CC4CC(CC(C4)C2)C3)NC1 (configuration not stated)
→ 2	0.6	2	0.2	-0.3	-18	5	-1.1	2
(34) O=C(/C=C/c1ccc(S(=O)(=O)N2CCOCC2)cc1)NC(=S)Nc1ccc(Cl)cc1Cl
→ 1	0.2	7	0.4	.	-4	7	-2.3	1
(35) C=CCSC1=NC(N)=C(C#N)C2(CCCCC2)C1C(N)=O (configuration not stated)
→ -2	0.0	8	-0.2	-0.8	-1	2	-3.6	-7
(36) Cc1ccc(-c2nc(CS(=O)CC(=O)NCc3ccccn3)c(C)o2)cc1 (configuration not stated)
→ 0	-0.4	5	-1.3	-1.1	4	-2	-5.2	-5
(37) C/C=C(\C)C(=O)Nc1cccc(C2=NOC3(C2)C[C@H](C(N)=O)N(C(=O)C(c2ccccc2)c2ccccc2)C3)c1 (some centres not stated)
→ 0	0.6	-9	0.3	-0.6	-8	-2	-4.8	-3
(38) COC(=O)c1cc(NC(=O)Cc2ccc(OC)cc2)cc(C(=O)OC)c1
→ -1	0.9	-2	-2.6	.	8	-14	-4.5	-4
(39) Cc1cc(C(=O)COc2ccccc2[N+](=O)[O-])c(C)n1C1CC1
→ 0	-1.6	-8	4.3	.	3	19	-1.3	-12
(40) COc1ccc(N2CCN(C(=O)c3[nH]c(C(F)(F)F)nc3-c3ccccc3)CC2)cc1
→ 0	-0.3	3	.	-0.8	6	.	0.7	4
(41) Nc1cc(C(F)(F)F)ccc1-n1cccc1
→ -1	0.2	1	-0.1	.	2	-2	-2.8	-3
(42) O=c1c2ccccc2nc(-c2ccccc2Cl)n1O
→ 2	0.9	0	-0.4	.	0	9	-0.2	-3
(43) COc1ccc2oc(=O)c(C(=O)n3ccc(C)n3)cc2c1
→ 40*	0.7	-13	3.6	-1.2	-17	16	0.5	-1
(44) COc1ccc(NS(=O)(=O)c2cccc(C(=O)Nc3cccc(C(=O)O)c3)c2)cc1
→ -1	-2.2	5	5.1	-1.7	-8	-1	-4.5	?
(45) Cn1c(=O)c(C(=O)CN2CC(=O)Nc3ccccc32)c(N)n(Cc2ccccc2)c1=O
→ -3	0.2	-1	-0.6	-2.5	-1	-1	-1.3	-2
(46) CCC(=O)c1cc(F)c(N2CCN(S(=O)(=O)c3ccc(C)cc3)CC2)cc1C
→ 2	0.0	-1	0.5	0.8	15	10	-0.9	5
(47) CC(Nc1ccc(Cl)cc1)c1cc(Cl)ccc1O (configuration not stated)
→ 2	0.5	12	-4.8	1.7	5	12	1.6	5
(48) COc1ccc(CN2C(=O)[C@H]3Cc4c([nH]c5ccccc45)C(C)(C)N3C2=O)cc1
→ 0	0.0	4	0.7	0.1	2	4	0.0	1
(49) COc1ccc(C(=O)N/C(=C\c2ccc3c(c2)OCO3)C(=O)Nc2cccc(C(=O)O)c2)cc1
→ 3	-0.8	6	-1.4	0.3	10	21	0.3	-2
(50) CCOC(=O)c1nnn(CC(=O)Nc2cc(Cl)ccc2C)c1C(=O)OCC
→ 6	0.4	-2	2.4	-0.5	8	9	1.0	4

Additional results
Each structure is followed by: Mtb FBA inh	BoNT-A LC inh2	PrPC TRFRET	Mtb UGM inh	BioA inh	CCHF vOTU inh	GDH-TPI inh	FadD28 FP inh	BoNT F protease
(51) COc1ccccc1CNC(=O)/C=C/c1ccc(S(=O)(=O)NCc2ccco2)cc1
→ 1	0.1	-12	.	.	1	4	-7.6	6
(52) CCCOc1ccc(NC(=O)CC2C(=O)N(C)C(=S)N2Cc2ccc3c(c2)OCO3)cc1 (configuration not stated)
→ -8	-0.8	0	0.0	.	7	-11	-2.8	-8
(53) COc1ccccc1OCC(=O)c1[nH]c(C)c(C(C)=O)c1C
→ 4	-0.1	19	0.8	0.9	11	-2	0.2	-1
(54) N/C(=N\OC(=O)CCc1ccccc1)c1ccc(Cl)cc1
→ 4	0.1	5	-2.0	5.7	-2	9	-0.7	-9
(55) Cn1c(/C(C#N)=C/c2ccc(-c3ccc(S(N)(=O)=O)cc3)o2)nc2ccccc21
→ -5	0.7	4	7.4	2.0	25	40*	11*	-2
(56) CCCCCCn1c(CN2CCN(Cc3ccccc3)CC2)nc2c1c(=O)n(C)c(=O)n2C
→ 2	-0.9	0	-1.0	0.9	1	-8	-3.8	-3
(57) Cn1cnnc1SCC(=O)NCc1ccccc1
→ -1	-0.9	6	3.7	.	4	-2	-2.2	-2
(58) O=C(Nc1cccnc1)/C(N=Nc1c(Cl)cccc1Cl)=C(\O)c1ccccc1
→ 0	-1.2	-6	0.2	.	-9	15	0.9	-4
(59) C=C(C)C(=O)N1CC2(CC(c3cccc(NC(=O)CCCCC)c3)=NO2)C[C@H]1C(N)=O (some centres not stated)
→ 5	-1.1	-10	2.6	0.5	-2	13	-2.5	3
(60) Cc1ccc(S(=O)(=O)C2CCOC2=O)cc1 (configuration not stated)
→ -4	1.2	-1	-1.3	-3.3	-3	-4	0.8	11
(61) CN1C(=O)/C(=N\OC(=O)c2cccc3ccccc23)c2ccccc21
→ 4	0.1	-2	0.2	-0.4	9	-4	-1.5	-1
(62) COc1ccc2cc(C(=O)N3CCN(c4ccc(F)cc4)CC3)[nH]c2c1
→ 1	-1.5	-6	-5.2	-0.3	-4	-2	-0.8	9
(63) Cc1nnc(NC(=O)Nc2cccc(Cl)c2)s1
→ -2	-0.2	5	-0.4	-0.7	4	-3	-4.3	-11
(64) CCOC(=O)N1CCN(C(=O)COc2ccc([N+](=O)[O-])cc2)CC1
→ 2	-0.9	-6	-0.2	.	5	4	-2.1	-2
(65) Cc1cc(C)c(NC(=O)CSc2nncn2-c2cccnc2)c(C)c1
→ -1	0.2	-6	-0.5	.	1	2	-0.4	3
(66) CCOc1ccc(-c2n[nH]c(C)c2-c2ccccc2OC)c(O)c1
→ 5	-0.5	3	-0.6	-0.3	4	3	-1.1	-9
(67) Cc1cc(C)n(C(=O)/C(C#N)=N/Nc2cc(Cl)cc(Cl)c2)n1
→ -1	-0.3	.	3.7	.	.	6	-6.6	-3
(68) O=C(O)C1CCCCC1C(=O)NCCC(c1ccccc1)c1ccccc1 (configuration not stated)
→ -1	-1.1	-1	0.8	1.0	12	0	-3.3	-1
(69) Cc1ccccc1NC(=O)c1ccccc1NC(=O)c1ccccc1F
→ 1	-4.4	-4	1.0	-1.5	6	-5	-2.6	-6
(70) CC(C)(C)c1ccc(-c2nnc(SCCN3C(=O)c4ccccc4C3=O)o2)cc1
→ -2	-0.1	-5	0.0	-0.9	13	0	-2.2	4
